# Screening data as filed in PubChem BioAssay.
# Glioma ERSR ind: ER stress response induction in glioma; Potency, µM, without a hit: top-dose activation, usual class: activators; U87-MG GRP78 promoter luciferase reporter, 16 h; 420,000 tested, 0.02% active; note: potency is the fitted concentration of half-maximal effect; series mostly up to about 76 µM; % of control where 0% means no effect; nearly all actives have a fitted effect of over 35% in size
#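 Stably transfected U87-MG glioma cells carrying a GRP78-based luciferase sensor; 16 h compound incubation. Luminescence end-point read 10 min after Bright-Glo addition at room temperature.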
# LDHA block: inhibitors of human lactate dehydrogenase A | AID 1347041 | 480,000 tested, 0.15% active | purified LDHA, NADH/diaphorase-resazurin fluorescence; stronger effect = lower value | activity change, % (values are at about 110 or 230 µM); in the data active = activity change below about -30%; inconclusive = mostly about -25% to -30%;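 note: plate controls were DMSO wells for no effect and wells without enzyme for full effect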
#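 Remaining NADH was detected by diaphorase (0.133 mg/mL) converting 37 µM resazurin to fluorescent resorufin, read at 0 and 20 minutes. The preceding 5-minute room-temperature reaction used 2 nM LDHA, 0.2 mM sodium pyruvate and 0.06 mM NADH at pH 7.4.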
# POLI inh: inhibitors of human DNA polymerase iota. Pol iota fluorescent replication assay, 10 min. Potency, µM (highest dose often 115 µM), for the others: at the highest dose activity, negative = inhibition, actives largely listed as inhibitors. Q9UNA4. AID 588590. 390,000 tested, 1% active; note: potency is the fitted concentration of half-maximal effect
#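 Fluorescent replication assay read twice, at 0 min and 10 min after adding 50 nM (final) substrate. Enzyme (10 nM) and compounds were first incubated 15 min at room temperature; enzyme-free buffer wells were negative controls.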
# POLB inh: inhibitors of human DNA polymerase beta; P06746; Pol beta primer extension/strand displacement, fluorescence kinetic; Potency, µM (titrated, usually from 114 µM), for inactives: at the highest dose activity change, negative = inhibition, actives largely listed as inhibitors; 340,000 tested, 1.3% active; AID 485314; note: potency is the fitted concentration of half-maximal effect; % is set by controls: 0 for no effect and ±100 for the full control effect
#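 Pol beta (10 nM) was preincubated with compound for 15 min at room temperature. The reaction was then started with 50 nM substrate and read immediately and after a further 10 min at room temperature.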
# Pol eta inh: DNA polymerase eta (human) inhibition. Q9Y253. 390,000 tested, 1.2% active. Potency, µM (series often up to 114 µM), for the others: at the top dose activity change, negative = inhibition, actives largely listed as inhibitors. recombinant Pol eta, fluorescent DNA replication assay; note: potency is the fitted concentration of half-maximal effect; % is set by controls: 0 for no effect and ±100 for the full control effect
# Target sequence (Q9Y253 whole entry, looked up): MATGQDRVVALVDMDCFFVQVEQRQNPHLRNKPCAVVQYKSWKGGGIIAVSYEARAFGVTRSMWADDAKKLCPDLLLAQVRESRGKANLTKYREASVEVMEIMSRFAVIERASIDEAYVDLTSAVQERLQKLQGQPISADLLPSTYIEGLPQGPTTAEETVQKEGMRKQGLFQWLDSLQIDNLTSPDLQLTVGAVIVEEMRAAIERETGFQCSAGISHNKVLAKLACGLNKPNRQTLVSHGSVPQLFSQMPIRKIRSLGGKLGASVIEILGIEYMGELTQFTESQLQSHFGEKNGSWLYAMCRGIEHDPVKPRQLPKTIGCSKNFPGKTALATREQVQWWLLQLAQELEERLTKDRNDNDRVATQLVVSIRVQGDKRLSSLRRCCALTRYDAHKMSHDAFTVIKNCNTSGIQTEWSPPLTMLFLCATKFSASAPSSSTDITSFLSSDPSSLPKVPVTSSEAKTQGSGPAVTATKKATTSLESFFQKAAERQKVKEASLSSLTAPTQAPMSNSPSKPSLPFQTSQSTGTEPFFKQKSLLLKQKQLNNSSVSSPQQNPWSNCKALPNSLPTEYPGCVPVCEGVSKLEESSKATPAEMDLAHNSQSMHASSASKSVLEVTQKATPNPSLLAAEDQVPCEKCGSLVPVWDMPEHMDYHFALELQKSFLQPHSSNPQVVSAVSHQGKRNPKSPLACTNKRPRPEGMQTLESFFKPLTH
#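 Fluorescent replication assay: 50 nM final substrate added after a 15 min room-temperature compound preincubation with 10 nM enzyme. Signal taken at 0 min and again at 10 min.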
# APEX1 inh: blocks human APE1 abasic DNA cleavage; recombinant APE1, TAMRA/BHQ-2 abasic DNA cleavage fluorescence; Potency, µM (doses to about 65.8 µM), without a hit: top-dose activity change, negative = inhibition, usual class: inhibitors; 350,000 tested, 0.35% active;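 note: potency is the fitted concentration of half-maximal effect; plate controls were vehicle for no effect and reference inhibitor for full effect; nearly all actives have a fitted effect of over 55% in size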
# Target sequence (P27695 whole entry, looked up): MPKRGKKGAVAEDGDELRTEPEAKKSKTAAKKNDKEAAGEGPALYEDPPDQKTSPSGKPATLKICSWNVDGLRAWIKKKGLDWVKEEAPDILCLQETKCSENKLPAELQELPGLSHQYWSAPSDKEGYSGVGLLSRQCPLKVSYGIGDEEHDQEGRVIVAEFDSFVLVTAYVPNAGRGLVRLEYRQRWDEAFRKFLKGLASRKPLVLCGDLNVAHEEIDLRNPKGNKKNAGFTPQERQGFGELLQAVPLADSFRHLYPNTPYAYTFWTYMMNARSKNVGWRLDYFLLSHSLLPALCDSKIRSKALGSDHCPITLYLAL
#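 APE1 at 0.75 nM preincubated 15 min at room temperature with compound. Reaction then started with 50 nM double-stranded THF-abasic substrate labelled with TAMRA/BHQ-2, and 525/598 nm fluorescence read kinetically. Activity taken as third-minus-first read difference, normalized to DMSO and NSC13755 controls.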
# POLK inh: DNA polymerase kappa (human) inhibition; Q9UBT6; purified Pol kappa, fluorescent DNA synthesis assay, 10 min; Potency, µM (top dose mostly 107 µM), without a hit: at the highest dose activity, negative = inhibition, actives largely listed as inhibitors; 400,000 tested, 0.53% active; AID 588579; note: potency is the fitted concentration of half-maximal effect; % is set by controls: 0 for no effect and ±100 for the full control effect
#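 Readout: fluorescence, taken kinetically at 0 and 10 min. Conditions: 10 nM Pol kappa, 15 min RT compound preincubation, 50 nM substrate final. Controls: enzyme-free buffer wells.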
# BLM inh: Bloom syndrome helicase (human) inhibition. recombinant BLM DNA unwinding, fluorescence dequenching. 350,000 tested, 0.2% active. AID 2528. P54132. Potency, µM (top dose mostly 56.1 µM), without a hit: top-dose activity change, negative = inhibition, hits mostly inhibitors;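 note: potency is the fitted concentration of half-maximal effect; plate controls were vehicle for no effect and no enzyme for full effect; nearly all actives have a fitted effect of over 35% in size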
# Apoferritin bind: binds horse apoferritin like a general anesthetic | P02791 | apoferritin/1-aminoanthracene competitive binding, fluorescence | Potency, µM (titrated, usually from 77.5 µM), for inactives: at the top dose activity change, negative = displacement, usual class: inhibitors | 350,000 tested, 0.074% active | AID 485281; note: potency is the fitted concentration of half-maximal effect; % is set by controls: 0 for no effect and ±100 for the full control effect; nearly all actives have a fitted effect of over 20% in size
#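 10 uM apoferritin + 50% sat. 1-AMA, PBS; cpd 10 min RT; Ex380/Em535 endpoint; normalized to free probe vs complex; 4-param Hill fit; propofol titration as pos. ctrl.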
# * hit, by the source's call; ? = inconclusive; nt = not tested or not shown; [ ] = dose if it differs, or a comment. Unless noted, calls come from the whole dose curve; as a rule, active = well fitted curve in the direction sought with a large enough effect; inconclusive = small, poorly fitted or top-dose-only effect, or another doubt; inactive = no such curve, though single readings can be large; an effect the other way counts as inactive or inconclusive. This is a subset (hit frequency here may not be typical).
# Order of results – Glioma ERSR ind | LDHA block | POLI inh | POLB inh | Pol eta inh | APEX1 inh | POLK inh | BLM inh | Apoferritin bind
COc1ccc(C23CC4CC(CC(C4)C2)C3)cc1C(=O)NCCN(C)C
  -4% | -5 | -16% | 4% | -6% | 31% | -5% | 5% | ?
CCOC(=O)c1cc2sccc2n1CC(=O)O
  -3% | -15 | ? | ? | 6% | 3% | -4%[60.1 µM] | -1% | -11%
CC1CCCCC1NC(=O)c1ccncc1 (stereo not given)
  -2% | -7 | 5% | -2% | 2% | 39%[activator] | -18% | 0% | -7%
COc1ccc(/C=N/NC(=O)c2ccc(-c3ccccc3)cc2)cc1O
  -3% | -4 | -7% | -14% | -2% | 15% | -9% | -2% | -10%
OCCNc1nc(Nc2ccccc2Oc2ccccc2)nc(N2CCCC2)n1
  0% | 1 | ? | nt | -18% | nt | -11% | nt | nt
COc1ccc(S(=O)(=O)Nc2ccc3oc4ncccc4c(=O)c3c2)cc1OC
  -5% | -9 | 0%[58.9 µM] | 48% | 0% | 2% | -12% | 2% | -11%
COc1ccc(CN(CC(=O)NCc2ccco2)C(=O)CCC(=O)Nc2nccs2)cc1
  -6% | -1 | -7% | 14% | -15% | 1% | -11% | 2% | -13%
CC(C)CN(C(=O)c1cccc(S(=O)(=O)N2CCN(C)CC2)c1)C1CCS(=O)(=O)C1 (stereo not given)
  -4% | -4 | 32%[activator] | nt | -10% | 11% | -23% | nt | nt
O=S(=O)(Nc1cccc(-c2cn3c(n2)SCC3)c1)c1cccs1
  0% | 1 | -30% | -3% | -4% | -6% | 4% | -4% | -2%
CCn1c(SCC(=O)NNC(=S)Nc2ccccc2)nnc1-c1ccc(Cl)cc1
  -6% | -6 | -9% | 2% | -13% | -1% | -20% | 4% | -14%
C=CCOC(=O)C(C(C)=O)C(NC(=O)OC)c1ccc(F)cc1 (stereo not given)
  -2% | nt | nt | nt | nt | 24%[12.4 µM] | nt | 3%[12.4 µM] | 1%[15.3 µM]
O=S(=O)(c1ccccc1Br)N1CCC(O)(c2cccnc2)CC1
  -2% | -8 | 11% | ? | -7% | 2% | -3% | -2% | -4%
Cc1ccc(Cl)cc1NC(=O)CSc1nccn1C
  -4% | 1 | -12% | -3% | -19% | nt | -10%[60.1 µM] | 1% | -7%
COc1ccc(OC2C(=O)N(Cc3ccc4c(c3)OCO4)C2c2cccs2)cc1 (stereo not given)
  -4% | -9 | 3% | 9% | 0% | -3% | -7% | -7% | nt
Cc1noc(C)c1CSc1nc2ccccc2c(=O)n1-c1ccc(F)cc1F
  -6% | -2 | -9% | -21% | ? | -10% | -27% | -8% | 2%
CCOC(=O)N1CCN(C(=O)c2ccc3oc(CCCc4ccccc4)nc3c2)CC1
  -6% | 0 | 23% | 1% | -21% | 13% | -9% | -1% | -13%
CC(C)c1ccc(S(=O)(=O)N2CCC(C(=O)N3CCN(c4cccc(Cl)c4)CC3)CC2)cc1
  -5% | -1 | -9% | nt | -25% | nt | 8% | nt | nt
CCOc1ccccc1N(C)C(=O)c1sc2ncn(CC(=O)N3CCCCC3C)c(=O)c2c1C (stereo not given)
  -3% | 1 | -10% | 33% | -8% | -2% | -2% | -2% | -11%
CCc1onc(C)c1C(=O)Nc1cc(C)ccc1OC
  -2% | -3 | 2% | -3% | -15% | 1% | 2% | -1% | -5%
CCOc1ccc(OCC)c2sc(C)nc12
  -6% | -3 | 8% | -2% | 3% | 0% | -3% | -1% | 13%
CC(C(=O)NCC1(c2ccccc2)CCOCC1)N1CCOCC1 (stereo not given)
  -3% | 1 | 5% | -1% | -13% | 2% | 10% | 6% | -2%
COc1ccccc1-c1cc(C(F)(F)F)nc(S(=O)(=O)CCCC(=O)NC(C)C)n1
  ? | 0 | 26% | 1% | -8% | 2% | -7% | -8% | -8%
O=C(Oc1cccc(OC(=O)N2CCCCC2)c1)N1CCCCC1
  3% | -1 | 41%[activator] | 2% | -9% | 3% | 2% | -5% | -1%
Cc1cccc(N=C2NC(=O)/C(=C/C=C/c3ccco3)S2)c1
  -1% | 2 | 18µM* | 20µM* | 20µM* | ? | ? | ? | -24%
Cc1ccc(Nc2cnn(C34CC5CC(CC(CC(=O)O)(C5)C3)C4)c(=O)c2Cl)cc1C
  -2% | -4 | 13% | 9% | -11% | 3% | 5% | 1% | -13%
CCCNC(=O)CN(c1ccc(F)cc1)S(=O)(=O)c1ccc2c(c1)OCCO2
  -2% | -11 | 10% | 1% | -8% | -6% | -7% | 0% | -11%
COc1ccc(OC)c(S(=O)(=O)N2CCN(c3ccc(F)cc3)CC2)c1
  -4% | 0 | -12% | 0% | -12% | 28% | -17% | -8% | -10%
COc1ccccc1NC(=O)CNC(=O)c1ccccc1
  -2% | -5 | 17% | 1% | -20% | -4% | -2% | -2% | -4%
CCSc1nnc(-c2ccc(OC)cc2)o1
  -10% | -1 | -5% | -2% | -15% | 1% | 0% | 0% | -2%
Cc1cccc(CNC(=O)CCCN2C(=O)CCn3nc(-c4cn(C)c5ccccc45)cc32)c1
  -3% | 2 | -2% | -6% | 8% | nt | -4%[60.1 µM] | -1% | -7%
CC(=O)N(C)c1ccc(NS(=O)(=O)c2cc(Cl)ccc2Cl)cc1
  -4% | -9 | 37%[activator] | 51% | -2% | ? | -1% | 3% | -5%
Cc1sc2ncnc(SCC(=O)N(C(C)C)C(C)C)c2c1C
  -4% | -5 | 121%[activator] | 15% | -19% | 20% | 4% | -6% | -8%
COc1cc(/C=N/NC(=O)c2ccccn2)ccc1OC(=O)c1ccccc1Br
  -2% | 4 | ? | 30% | ? | 15% | 0% | -9% | -19%
O=[N+]([O-])c1ccc(/C=C2\CCC(C3=CCCC3)=C2N2CCOCC2)cc1
  3% | -1 | ? | ? | -4% | -2% | 3% | -4% | -5%
CCn1c(COc2cccc(C)c2)nnc1SCC(=O)Nc1cccc(C(=O)OC)c1
  -1% | -4 | 5% | -2% | -15% | -1% | -11% | -6% | ?
O=S(=O)([O-])CCC[N+]1(CC#Cc2ccccc2)CCCCC1
  0% | -3 | -10% | 20% | -16% | 9% | -1% | 0% | -2%
COC(=O)c1ccc(COc2ccc(C=O)cc2OC)o1
  10% | -10 | 42%[activator] | 1% | 14% | 2% | 7% | -4% | -4%
COCCNC(=O)CN1C(=O)COc2ccc(S(=O)(=O)N3CCCC3)cc21
  -3% | -1 | 10% | 5% | -10% | nt | -10% | -4% | 41%[activator]
CC(=O)c1ccc(Nc2ccc(-c3ccccc3F)nn2)cc1
  -1% | -16 | 90%[activator] | -15% | -16% | 3% | -6% | -20% | ?
CCCOC(=O)c1c(NC(=O)CCCn2nc([N+](=O)[O-])c(Cl)c2C)sc(C(=O)OC)c1C
  -4% | -8 | 97%[activator] | -11% | -19% | -1% | -4% | -3% | -6%
COc1cc(OC)c(S(=O)(=O)Nc2ccc(C(=O)O)cc2)cc1S(=O)(=O)Nc1ccc(C(=O)O)cc1
  -2% | 2 | -1% | 2% | -8% | 7% | 0% | 0% | -7%
O=C(c1ccc([N+](=O)[O-])cc1[N+](=O)[O-])N1CCCC1
  -5% | 0 | 29% | ? | -18% | 1% | -12% | 1% | -10%
CC(C)COCc1ccc(O)c2ncccc12
  -4% | 20 | 37%[activator] | 16% | -17% | 0% | -5% | -5% | -12%
C=CC[C@@H](Cc1ccc(F)cc1)C(=O)OC[C@H]1CCCN1C(=O)[C@H](CC=C)CC(=O)N(CCO)Cc1ccccc1
  2% | 2 | -7% | nt | -11% | -17% | -10% | nt | nt
CN(C)S(=O)(=O)c1ccc(Cl)c(C(=O)Nc2ccc(S(=O)(=O)N3CCOCC3)cc2)c1
  -6% | -3 | 29% | 51% | -17% | -16% | -3% | -4% | -12%
CC(=O)Nc1ccc(S(=O)(=O)NCCC(=O)Nc2ccc(C)c(Cl)c2)cc1
  1% | -7 | 9% | 33% | -14% | ? | 0% | 3% | -4%
Cc1occc1C(=O)N/N=C/c1cccs1
  3% | -8 | -9% | 18% | 7% | -1% | -7%[60.1 µM] | 1% | -11%
CN(C(=O)COc1ccccc1)c1nc(-c2ccc(F)cc2)cs1
  -5% | -8 | 7% | -1% | -3% | -11% | -11% | -1% | -3%
CC1CCCC(NC(=O)C2COc3ccccc3O2)C1C (stereo not given)
  -2% | -3 | 21% | nt | -2% | 38% | 2% | nt | nt
CCC(=O)Nc1ccc(C(=O)CSc2nc3ccccc3[nH]2)cc1
  -3% | -2 | ? | -12% | -14% | 1% | -33% | 0% | -17%

# Other results.
# Order of results – Glioma ERSR ind | LDHA block | POLI inh | POLB inh | Pol eta inh | APEX1 inh | POLK inh | BLM inh | Apoferritin bind
COc1ccccc1NC(=O)Cn1cnc2sc(C(=O)Nc3ccc(OC)c(OC)c3)c(C)c2c1=O
  -3% | -7 | -18% | 0% | -5% | -24% | -18% | -5% | -4%
O=C(COc1ccc(F)cc1Br)N1CCN(c2ncccn2)CC1
  2% | -3 | 39%[activator] | 6% | -10% | -2% | 1% | -2% | -5%
CSc1nc2c(c(=O)n1-c1ccc(C)cc1)SCC2
  -2% | -5 | 12% | 15% | -4% | 14% | 1% | -3% | -14%
O=C1Nc2ccc3c(c2C1=Cc1cc2c(cc1Br)OCO2)OCO3
  -1% | -1 | -9% | nt | ? | nt | -29% | nt | nt
COCCNC(=O)CCn1c(=O)[nH]c2cc(OC)c(OC)cc2c1=O
  -1% | -4 | 12% | -2% | -6% | nt | 6% | 2% | 2%
Cc1ccc(N2C(=O)N(CC(=O)Nc3cc(Cl)ccc3C)C(=O)C2C)cc1 (stereo not given)
  0% | 0 | 10% | nt | -11% | 11% | -8% | nt | nt
C=CCSc1nc2c(cc1C#N)CCC2
  -3% | -2 | 86%[activator] | -1% | -8% | 17% | 11% | 5% | -10%
COc1ccc(C2CC23N=C(c2ccccc2)OC3=O)cc1 (stereo not given)
  -3% | -10 | 6% | 9% | -6% | 2% | 1% | 1% | 5%

# Quoted from the listing.
# For BLM inh, `COc1ccc(C2CC23N=C(c2ccccc2)OC3=O)cc1` (stereo not given) has the entry 1%
# For LDHA block, `Cc1ccc(N2C(=O)N(CC(=O)Nc3cc(Cl)ccc3C)C(=O)C2C)cc1` (stereo not given) has the entry 0
